# Wee1 stabilizer = inhibitors of human Wee1 degradation | HeLa Luc-Wee1K328M stability, luciferase luminescence; 100% = proteasome inhibitor MG132 effect | 220,000 compounds, 1.2% hits | P30291 | reporter increase, % at 5 µM;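 active = activation above the mean of all tested compounds plus 3 SD, set per screening run, cut at about 8.8% in these data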;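 also: cells exposed to compound for 20 h before luminescence read; 0% = DMSO alone and 100% = MG132 at 30 µM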
# MDM2 E3 inh = blocks human Mdm2 ubiquitin ligase activity | cell-based MDM2 ubiquitination luciferase reporter, 2 h; 0 = plate control, 100 = twice control, blank-subtracted | signal enhancement, % at 5 µM | 210,000 compounds, 0.11% hits | AID 1230;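 active = signal enhancement of 30% or more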;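 also: luminescence tracks abundance of the self-degrading MDM2-luciferase fusion protein; higher signal means inhibition of MDM2 E3 ligase activity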
#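 Test system: stable mammalian line carrying autodegrading MDM2–luciferase fusion reporter; quantity: 2000 cells in each well; times: 4 h cell settling then 2 h compound exposure, 37 °C; detection: luminescence with SteadyLite reagent, 15 min at room temperature; evaluation: percent signal gain over controls, blank-subtracted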
# Ba/F3 V617F tox = reduce viability of Ba/F3 cells dependent on JAK2V617F. Ba/F3 EpoR-JAK2V617F viability, ATP luminescence. inhibition, % at 5.6 µM. 220,000 compounds, 1.1% hits. AID 1446;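 active = inhibition above the campaign mean plus 3 SD over all tested compounds, cut at about 24% in these data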;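 also: cytokine-independent growth of Ba/F3 cells driven by EpoR plus mutant JAK2; 0% = DMSO-treated cells and 100% = JAK inhibitor I control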
# S1P4 antagonist = human S1P4 receptor antagonism. inhibition, % at 4.98 µM. 220,000 compounds, 0.26% hits. S1P4-expressing cells, antagonist mode, reporter read-out. O95977; in the data active = inhibition above about 29%;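 also: 0% = wells stimulated with agonist and 100% = vehicle wells without agonist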
# Target sequence (O95977 whole entry, looked up): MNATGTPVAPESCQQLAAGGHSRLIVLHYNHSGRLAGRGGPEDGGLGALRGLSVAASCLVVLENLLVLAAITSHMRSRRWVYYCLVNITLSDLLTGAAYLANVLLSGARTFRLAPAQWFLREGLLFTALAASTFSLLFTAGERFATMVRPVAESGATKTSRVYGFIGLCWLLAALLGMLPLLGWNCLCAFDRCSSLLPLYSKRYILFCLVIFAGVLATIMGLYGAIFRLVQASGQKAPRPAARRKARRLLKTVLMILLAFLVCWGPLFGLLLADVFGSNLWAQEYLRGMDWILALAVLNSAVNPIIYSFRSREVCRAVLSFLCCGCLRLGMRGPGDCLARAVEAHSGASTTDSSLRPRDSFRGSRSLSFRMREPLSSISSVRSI
# NPY2 pot ag = human NPY-Y2 potentiation or agonism, primary screen; activation, % at 3.6 µM; 220,000 compounds, 0.45% hits; P49146; AID 1359; cells expressing NPY-Y2, potentiator/agonist read-out; in the data active = activation above about 27%;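 also: cells stimulated with NPY near EC25 plus isoproterenol at EC100; 0% = vehicle plus submaximal agonist and 100% = vehicle plus saturating agonist; some results beyond the cut were filed as inactive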
# Target sequence (P49146 whole entry, looked up): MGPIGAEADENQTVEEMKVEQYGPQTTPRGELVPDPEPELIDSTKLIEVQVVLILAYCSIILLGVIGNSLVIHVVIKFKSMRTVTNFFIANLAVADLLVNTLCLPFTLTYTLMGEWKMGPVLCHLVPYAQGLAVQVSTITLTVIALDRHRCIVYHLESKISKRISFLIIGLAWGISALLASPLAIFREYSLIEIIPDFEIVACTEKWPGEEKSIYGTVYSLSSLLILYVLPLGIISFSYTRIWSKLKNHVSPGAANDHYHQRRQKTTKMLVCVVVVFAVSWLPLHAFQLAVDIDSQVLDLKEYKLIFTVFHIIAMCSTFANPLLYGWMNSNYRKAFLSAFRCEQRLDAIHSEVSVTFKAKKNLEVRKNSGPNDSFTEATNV
# PERK inhibitor = human PERK inhibition, primary cell-based screen. CHO PERK-DD fusion, SEAP luminescence translation reporter. AID 1416. 220,000 compounds, 0.17% hits. inhibition, % at 5.6 µM. Q9NZJ5;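 active = inhibition above the mean inhibition of all tested compounds plus 3 SD, set separately per screening campaign, cut at about 2.9% in these data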;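 also: PERK kinase domain activated by AP20187 dimerizer at 100 nM; 0% = DMSO with dimerizer and 100% = rapamycin at 8.4 µM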
# BaF3 parental = reduces parental Ba/F3 cell viability, JAK2V617F counter-screen. CellTiter-Glo ATP luminescence. inhibition, % at 5.6 µM. 220,000 compounds, 1.1% hits;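 active = inhibition above a per-campaign cutoff, the mean inhibition of all tested compounds plus 3 SD, cut at about 27% in these data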;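 also: 0% = DMSO wells and 100% = JAK Inhibitor I control wells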
# eIF4E-4G inh = blocks eIF4E binding to eIF4G | P63073+Q04637 | TR-FRET eIF4E-eIF4GI(517-606) binding, 2 h | inhibition, % at 21.7 µM | 220,000 compounds, 0.37% hits;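 active = inhibition above about 30%, limit read from the data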;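 also: 0% = full FRET control wells and 100% = background wells lacking eIF4GI fragment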
# S1P4 ag = activates the human S1P4 receptor; 220,000 compounds, 0.35% hits; activation, % at 4.98 µM; O95977; S1P4-expressing cell line, agonist reporter assay; AID 1509; in the data active = activation above about 11%;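 also: 0% = DMSO vehicle and 100% = reference agonist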
# An asterisk follows results filed as active; . = not tested or not shown; [ ] = remark or other dose. This is a random part of the collection; any-hit rate near 4.1%.
SMILES,Wee1 stabilizer,MDM2 E3 inh,Ba/F3 V617F tox,S1P4 antagonist,NPY2 pot ag,PERK inhibitor,BaF3 parental,eIF4E-4G inh,S1P4 ag
CCCN1C(=O)c2cc(C(=O)NCc3cccs3)ccc2C1O (centres undefined),2,-9,14,9,-1,0.9,4,-2,0.8
O=C(c1ncc[nH]1)c1ccco1,-1,-9,0,-8,10,1.0,2,-1,1.9
COc1ccc(C)cc1NC(=O)C1CCCN1C(=O)OCc1ccccc1 (centres undefined),2,-7,0,-23,5,-1.1,1,1,0.8
O=C(O)c1ccc2nc3c(nc2c1)-c1ccccc1C3=O,17*,0,6,-3,5,0.8,10,7,3.1
CC(C)(C)CC(C)(C)Nc1c(-c2ccc(O)cc2)nc2cnccn12,0,.,1,-6,3,-1.1,6,.,0.6
COC(=O)C1(C)NC(c2cccs2)C2C(=O)N(c3ccc(F)cc3)C(=O)C21 (centres undefined),-3,-18,3,5,-3,0.6,1,1,1.4
COc1cccc(OC)c1C(=O)OCC(=O)Nc1ccc(OC(F)(F)F)cc1,-2,-17,-2,-10,-10,-0.7,3,-1,0.1
CCOC(=O)C(C)N1N=C(/C=C/c2ccc(OC)cc2)CCC1=O (centres undefined),0,-12,-1,-12,-1,1.2,3,2[fluorescence artefact?],-1.4
COC(=O)c1sc(-c2ccccc2)cc1NC(=O)c1ccc(OC)cc1,0,8,-2,7,-5,1.7,5,-1,-0.6
CCCCSc1nc2c(cnn2-c2ccc(F)cc2)c(=O)[nH]1,0,-7,-2,1,10,1.0,0,2[fluorescence artefact?],-1.4
Brc1ccc(CN2CCSCC2)cc1,1,-6,-1,-5,8,1.3,4,0,0.8
COc1ccc(CCN(C)CCCN2CC(c3ccccc3)CC2=O)cc1OC (centres undefined),1,-7,-3,11,-9,0.5,3,1,1.1
COc1ccc(OC)c2[nH]c(=O)c(CCNC(=S)NC(C)(C)C)cc12,2,-8,-3,-10,-10,0.1,3,1,-1.1
Cn1c(=O)c(=O)n(C)c2cc(S(=O)(=O)N3CCCC3C(=O)NCc3cccnc3)ccc21 (centres undefined),-5,0,0,-2,-4,0.3,-1,0,0.5
Cc1cc(C(=O)CSc2nnc3c(Cl)cc(Cl)cn23)c(C)n1C,5,-2,-7,4,8,0.2,-1,6,-0.9
Cc1ccc(N2C(=O)c3cccc(Oc4ccc(Cl)cc4)c3C2=O)c(C)c1,0,.,1,-7,-2,-0.4,9,2[fluorescence artefact?],0.3
CCNc1nc(SCCOc2ccc(Br)cc2)nc(N(C)C)n1,0,8,2,-4,-37,1.6,7,-3,0.3
Cc1cccc(C)c1N1CCN(S(=O)(=O)N2CCOCC2)CC1,3,-15,-6,2,-18,-0.8,0,2,-1.1
COc1ccc(S(=O)(=O)N2CCN(S(=O)(=O)c3ccc(C(F)(F)F)cc3)CC2)cc1C,1,-3,-4,-10,5,-0.1,3,1,-0.3
CSCCC(NS(=O)(=O)c1ccc2c(c1)oc(=O)n2C)C(=O)NC1CCCCC1 (centres undefined),0,-8,-4,-10,-12,0.0,-1,3,1.5
Cc1ccc(NC(=O)C(=O)NC(C)C2COc3ccccc3O2)cc1 (centres undefined),-2,-8,0,-25,-16,0.3,3,10,-1.8
COC(=O)C1=C(C)N(CCc2c[nH]c3ccccc23)C(=O)/C1=C\N(C)C,2,12,-3,7,2,1.1,-1,5,1.2
CCOC(=O)C1=C(c2ccccc2)ON(C)C1c1ccccc1 (centres undefined),-4,-3,26*,-17,-8,0.5,39*,-1,-0.2
N#Cc1c(N)nc(SCC(=O)OCc2ccccc2)c(C#N)c1-c1ccco1,4,-2,-4,-1,-8,-1.0,-2,-1,0.8
O=C1OCc2cc(-n3cccc3)ccc21,0,-10,2,-7,-11,0.5,4,0,3.5

# Four entries from above in another layout:
canonical_smiles	Wee1 stabilizer	MDM2 E3 inh	Ba/F3 V617F tox	S1P4 antagonist	NPY2 pot ag	PERK inhibitor	BaF3 parental	eIF4E-4G inh	S1P4 ag
CCNc1nc(SCCOc2ccc(Br)cc2)nc(N(C)C)n1	0	8	2	-4	-37	1.6	7	-3	0.3
Cc1cccc(C)c1N1CCN(S(=O)(=O)N2CCOCC2)CC1	3	-15	-6	2	-18	-0.8	0	2	-1.1
COc1ccc(S(=O)(=O)N2CCN(S(=O)(=O)c3ccc(C(F)(F)F)cc3)CC2)cc1C	1	-3	-4	-10	5	-0.1	3	1	-0.3
CSCCC(NS(=O)(=O)c1ccc2c(c1)oc(=O)n2C)C(=O)NC1CCCCC1 (centres undefined)	0	-8	-4	-10	-12	0.0	-1	3	1.5

# 2 successive compounds out of the list so far:
SMILES,Wee1 stabilizer,MDM2 E3 inh,Ba/F3 V617F tox,S1P4 antagonist,NPY2 pot ag,PERK inhibitor,BaF3 parental,eIF4E-4G inh,S1P4 ag
N#Cc1c(N)nc(SCC(=O)OCc2ccccc2)c(C#N)c1-c1ccco1,4,-2,-4,-1,-8,-1.0,-2,-1,0.8
O=C1OCc2cc(-n3cccc3)ccc21,0,-10,2,-7,-11,0.5,4,0,3.5

# Additional compounds:
SMILES,Wee1 stabilizer,MDM2 E3 inh,Ba/F3 V617F tox,S1P4 antagonist,NPY2 pot ag,PERK inhibitor,BaF3 parental,eIF4E-4G inh,S1P4 ag
CN1CCc2c(C#N)c(N3CCCCC3)nc(NCc3ccccc3)c2C1,-2,1,-3,-6,-7,-1.5,5,.,-0.1
C=CCN(C(=O)c1cccc(N2C(=O)C3CC=CC(C)C3C2=O)c1)c1ccccc1 (centres undefined),-2,-5,-4,-10,-12,-0.3,3,-4,0.1
COc1ccc(-c2cc(C(=O)NCC3CCCO3)c3ccccc3n2)cc1 (centres undefined),-3,-17,-1,-12,-13,-0.2,0,6,0.5
Cc1ccc(S(=O)(=O)c2ccccc2)cc1S,2,-16,3,1,13,1.0,3,-2,-0.9
O=C(COC(=O)c1cnccn1)Nc1ccc2c(c1)OCO2,2,-11,2,9,-18,-0.2,0,-10,3.5
COc1cc(C(C2=C(O)CC(C)(C)CC2=O)C2C(=O)CC(C)(C)CC2=O)cc(OC)c1OC (centres undefined),-2,0,-1,-13,7,0.9,5,-1,2.8
CC(NC(=S)Nc1ccc(Cl)cc1)C(c1ccccc1)N1CCOCC1 (centres undefined),4,.,0,-7,9,-0.2,8,3,0.8
Nc1nc(Cn2nnc(-c3ccccc3Cl)n2)nc(N2CCOCC2)n1,-3,-13,2,-15,-5,-0.2,7,6,1.2
Cn1nnc(NC(=S)NC(=O)c2ccc(-c3ccc(Br)cc3)o2)n1,-3,-9,-2,-8,-23,-0.8,1,-3,2.1
Brc1cnc(N2CCOCC2)nc1N1CCCCC1,-1,12,1,-12,-20,-1.0,6,-3[fluorescence artefact?],0.9
CCOC(=O)CNC(=O)CSc1nc(C)cc(C)c1C#N,-2,-7,5,7,2,0.7,6,-4,-0.8
Cc1ccc(S(=O)(=O)N(CCCO)CC(O)CON=C2c3ccccc3-c3ccccc32)cc1 (centres undefined),-1,-4,0,-13,7,-0.6,0,4[fluorescence artefact?],-0.6
CCOC(=O)C1(CCOc2ccccc2)CCN(Cc2cc(OC)c3c(c2)OCO3)CC1,2,-15,4,0,-40,0.3,13,4,-0.9
COC(=O)c1cc(=O)nc2sc(-c3ccc(F)cc3)nn12,1,-2,-3,-14,-8,0.9,1,-2,-0.9
CCOC(=O)C1(Cc2cccc(OC)c2)CCN(Cc2cccnc2)CC1,-3,23,-3,-7,7,0.3,1,3,1.1
O=Cc1ccc(-c2cc(Cl)ccc2Cl)[nH]1,-2,-2,-3,-18,3,3.3*,3,0,-0.9
O=C(CCC(=O)NC1CCCCC1)N/N=C/c1ccncc1,-2,-4,5,4,9,0.3,8,2,-2.2
COc1ccc(C2CC(c3ccccc3)=NN2C(=O)COC(=O)c2nc3nccc(C)n3n2)cc1 (centres undefined),-1,-20,-1,-13,9,0.8,7,-2,1.3
Cc1ccc([N+](=O)[O-])cc1S(=O)(=O)N(C(=O)c1ccncc1)c1ccc2oc3c(c2c1)CCCC3,2,15,-6,-17,-14,0.8,0,7[fluorescence artefact?],0.4
CCCC(C(=O)NCC1CCCO1)N(Cc1ccco1)C(=O)CNS(=O)(=O)c1ccc(F)cc1 (centres undefined),0,-2,-5,-15,-12,-0.4,1,-5,1.4
Cc1ccccc1C(=O)NC(NC(=S)Nc1ccc(S(N)(=O)=O)cc1)C(Cl)(Cl)Cl (centres undefined),-2,-3,0,-7,17,0.5,7,7,-1.4
COc1cccc(NS(=O)(=O)c2cc(C)sc2C)c1,-1,5,1,1,14,0.9,10,-1,-2.2
CN(C)CCNC(=O)NC(=O)c1ccc(Cl)cc1,1,-5,-4,-2,4,0.7,3,2,-0.3
Cc1ccc(CNCc2ccccc2Cl)cc1,1,-8,-2,-3,10,0.4,0,-1,0.9
C=C(C)CNC(=S)Nc1cccc(S(=O)(=O)NC2=NCCC2)c1,2,-7,1,-11,-9,0.4,11,0,0.1

# Single records, as listed above. Screens in order: Wee1 stabilizer, MDM2 E3 inh, Ba/F3 V617F tox, S1P4 antagonist, NPY2 pot ag, PERK inhibitor, BaF3 parental, eIF4E-4G inh, S1P4 ag
# O=C(COC(=O)c1cnccn1)Nc1ccc2c(c1)OCO2 as listed: 2, -11, 2, 9, -18, -0.2, 0, -10, 3.5
# Nc1nc(Cn2nnc(-c3ccccc3Cl)n2)nc(N2CCOCC2)n1 as listed: -3, -13, 2, -15, -5, -0.2, 7, 6, 1.2
# O=C(CCC(=O)NC1CCCCC1)N/N=C/c1ccncc1 as listed: -2, -4, 5, 4, 9, 0.3, 8, 2, -2.2

# The list goes on.
SMILES,Wee1 stabilizer,MDM2 E3 inh,Ba/F3 V617F tox,S1P4 antagonist,NPY2 pot ag,PERK inhibitor,BaF3 parental,eIF4E-4G inh,S1P4 ag
COc1ccc(CNS(=O)(=O)NCc2ccc(C)cc2)cc1,3,21,0,-4,4,1.2,6,6,0.0
CC(C)C(C)(C#N)NC(=O)CSc1nncn1-c1ccccc1 (centres undefined),0,-6,0,-10,0,-0.7,7,-2,-0.3
COc1ccc(CNC(=O)CSc2nc3nc(C)cc(C)n3n2)cc1,-1,-11,-4,-4,-2,0.6,3,-4,0.6
O=C(/C=C/c1ccc(Cl)cc1)N1CCN(c2ccc([N+](=O)[O-])c(N3CCOCC3)c2)CC1,1,-7,-1,-14,-7,0.2,5,1,0.2
Cc1ccccc1C(=O)N1CCN(c2ccc([N+](=O)[O-])c(NCc3ccco3)c2)CC1,-2,-1,-2,-5,-12,-0.2,2,-32,0.3
COc1cccc(NC(=O)C(c2ccccc2)N2CCN(c3ccccn3)CC2)c1 (centres undefined),6,-4,0,7,-1,-0.3,3,0,0.2
O=C(Nc1ccc([N+](=O)[O-])cn1)C1CCCCC1,-1,-3,-3,-9,-11,0.9,0,15,0.3
CCn1ncc(C2=NOC(C(=O)NCC(C)C)C2)c1C (centres undefined),8,-20,0,-1,1,0.4,4,0,-3.4
Nc1nncn1C(=O)c1ccccc1Cl,-1,-12,3,-26,8,0.9,2,3,2.6
COc1cccc(C(=O)O/N=C(\N)Cc2ccc(Cl)cc2)c1,0,2,-1,-5,-7,1.7,6,5,0.1

# Screening results: PubChem, several laboratories
